Jurkat NFkB inh: lowers PMA/ionomycin-induced NF-kB signal in Jurkat cells | PMA/ionomycin-induced NF-kB luciferase reporter, luminescence | inhibition, % at 4 µM | 330,000 tested, 0.53% active | AID 435003
SENP8 inh: blocks the human protease SENP8 | Q96LD8 | AID 2540 | purified SENP8, Z-RLRGG-aminoluciferin cleavage, luminescence | inhibition, % at 10 µM | 330,000 tested, 1.2% active
Target sequence (Q96LD8 whole entry, looked up): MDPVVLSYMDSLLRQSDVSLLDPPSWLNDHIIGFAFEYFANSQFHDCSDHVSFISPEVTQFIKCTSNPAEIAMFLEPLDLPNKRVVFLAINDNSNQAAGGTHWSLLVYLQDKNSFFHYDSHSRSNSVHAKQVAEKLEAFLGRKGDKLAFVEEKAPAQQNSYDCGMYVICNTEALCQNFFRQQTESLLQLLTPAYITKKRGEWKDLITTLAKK
Apaf1 inhib: human Apaf-1 inhibition | O14727 | 330,000 tested, 0.71% active | AID 489030 | reconstituted apoptosome caspase-3 activity, DEVD-Rh110 fluorescence | inhibition, % at 20 µM; active = inhibition of at least 40% at 20 µM;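 also: plate controls were DMSO wells for no effect and DEVD-CHO caspase inhibitor wells for full effect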
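Material: reconstituted apoptosome with Apaf-1, cytochrome c, caspase-9, procaspase-3, dATP; medium: pH 7.5 Hepes buffer with CHAPS, BSA, DTT; also added: cytochrome c and DEVD-Rh110 substrate; timing: 30 min plus 50 min, RT; signal: Rh110 fluorescence intensity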
CCR6 antag: blocks CCL20-driven beta-arrestin recruitment at human CCR6. inhibition, % at 20 µM. CHO-K1 CCR6 PathHunter beta-arrestin, luminescence, CCL20-stimulated. AID 493098. 340,000 tested, 0.49% active. P51684;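 active = compounds whose inhibition of the agonist-driven luminescence signal at 20 µM reaches about 50%, limit read from the data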;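 also: cells stimulated with CCL20 at 14 nM final; plate controls were DMSO with CCL20 for no effect and DMSO without agonist for full effect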
Target sequence (P51684 whole entry, looked up): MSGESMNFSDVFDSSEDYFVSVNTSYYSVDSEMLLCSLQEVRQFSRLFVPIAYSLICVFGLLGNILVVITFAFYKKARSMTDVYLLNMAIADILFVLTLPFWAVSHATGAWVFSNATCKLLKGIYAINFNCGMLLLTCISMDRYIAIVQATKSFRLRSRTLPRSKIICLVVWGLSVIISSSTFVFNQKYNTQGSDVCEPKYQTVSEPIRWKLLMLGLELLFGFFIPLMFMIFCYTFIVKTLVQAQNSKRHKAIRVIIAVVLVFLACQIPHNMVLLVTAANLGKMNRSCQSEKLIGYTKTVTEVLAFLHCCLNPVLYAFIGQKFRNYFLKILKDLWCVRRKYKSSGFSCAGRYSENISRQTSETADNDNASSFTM
Gli-Sufu antag: blocks Gli-Sufu signaling in a luciferase reporter; Sufu-KO-LIGHT fibroblasts, Gli luciferase reporter luminescence; inhibition, % at 5 µM; 340,000 tested, 0.74% active; AID 588413;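 active = inhibition above about 55%, limit read from the data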;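 also: 0% = DMSO-treated cells and 100% = wells with medium but no cells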
EBI2 block: EBI2 (human) antagonism | EBI2 beta-arrestin recruitment, luminescence, 7a,25-OHC stimulated | inhibition, % at 5 µM | 360,000 tested, 0.81% active | AID 651636; in the data active = inhibition above about 38%;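 also: enzyme fragment complementation signal reports receptor beta-arrestin coupling in cells; 0% = agonist plus DMSO wells and 100% = wells without agonist; some results beyond the cut were filed as inactive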
UBC13 polyUb: blocks human UBC13 polyubiquitin chain formation | P61088 | TR-FRET | inhibition, % at 20 µM | 330,000 tested, 0.47% active; in the data active = inhibition above about 45%, passing the limit was not always enough
Target sequence (P61088 whole entry, looked up): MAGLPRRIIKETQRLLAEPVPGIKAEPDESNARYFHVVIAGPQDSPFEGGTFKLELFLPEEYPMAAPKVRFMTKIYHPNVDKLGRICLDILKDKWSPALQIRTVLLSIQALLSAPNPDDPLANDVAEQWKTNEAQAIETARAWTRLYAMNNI
697 NFkB inh: lowers PMA/ionomycin-induced NF-kB signal in 697 B cells; inhibition, % at 4 µM; 330,000 tested, 0.33% active; 697 B-cell NF-kB luciferase reporter, 16 h; AID 435022; in the data active = inhibition above about 35%
* hit, by the source's call; . = not tested or not shown. Rule as the data show it, unless noted: active = inhibition above about 50%; inactive = the rest.

SMILES	Jurkat NFkB inh	SENP8 inh	Apaf1 inhib	CCR6 antag	Gli-Sufu antag	EBI2 block	UBC13 polyUb	697 NFkB inh
O=C(NCCSc1c[nH]c2ccccc12)C1CC1	-17	-4	6	6	0	-7	10	-3
COc1ccc(-n2cnc3sccc3c2=O)cc1	8	-6	-4	10	15	-8	4	4
NC(=O)c1sc2nc(-c3cccnc3)ccc2c1N	-5	1	-15	18	-5	0	-5	2
Cc1ccc(C2(C)NC(=O)N(CC(=O)NC(=O)NC(C)C)C2=O)cc1 (stereo not drawn)	-2	10	0	9	25	-1	2	16
CCNC(=S)N/N=C/c1cccc(/C=N/NC(=S)NCC)c1	6	6	-3	-1	0	-5	-9	12
Cc1ccc(OCC(=O)Nc2ccc(S(=O)(=O)Nc3onc(C)c3C)cc2)cc1	12	-4	7	-11	2	2	-10	13
CCN(CC)c1ccc(NC(=O)CN2CCN(c3ccccn3)CC2)cc1	12	-1	1	5	-1	-13	7	4
CNC(=O)c1sccc1Oc1ccc(F)cc1[N+](=O)[O-]	7	-4	8	-7	-6	-14	1	10
COc1ccc(CNC(=O)CN(c2ccccc2)S(=O)(=O)c2ccccc2[N+](=O)[O-])cc1	20	-4	8	20	4	13	-2	6
CC(=O)c1ccc(S(=O)(=O)N2CCN(C(=O)c3ccc(N)c([N+](=O)[O-])c3)CC2)cc1	9	6	-10	5	6	-4	-5	11
O=C(NC1CCCCC1)c1cc(-c2ccccc2O)on1	-133	-26	19	15	-3	5	-4	-55
CC(=O)N1C(C(=O)O)CSC1c1cccc(C)c1 (stereo not drawn)	-6	7	7	3	3	-10	-1	19
Cc1onc(-c2c(F)cccc2Cl)c1C(=O)N(C)C1CCCCC1	-23	6	11	-2	10	14	-1	-4
CC(=O)Nc1ccc(NC(=O)c2nc(-c3ccccc3)oc2C)cc1	-7	-4	7	11	-4	-10	-8	-17
O=C(N/N=C/c1ccccc1F)c1cc2c(ccc3ccccc32)o1	2	-5	8	-5	-1	-11	-8	-14
Clc1cccc(Cl)c1COc1ccncc1	-11	-5	0	5	-1	7	-3	11
CCc1ccc(CN2CCC(Oc3ccc(C(=O)N4CCCC4)cc3)CC2)cc1	8	0	11	14	22	7	-1	-45
COc1ccc(S(=O)(=O)N(C)CC(=O)NC2CC2)cc1OC	2	-2	0	5	3	-2	-7	-4
COCCN(C(=O)CCCC(=O)Nc1ccccn1)C(C(=O)NC1CCCCC1)c1ccc(C)cc1 (stereo not drawn)	-1	-5	9	-9	1	0	-3	17
CC(=O)c1ccc(OCC(C)C)c(Cc2c(O)nc(N)[nH]c2=O)c1	-2	-9	5	-11	-4	1	-12	3
CSCCC(NS(=O)(=O)c1ccc(C)cc1)C(=O)NC1CCCCCC1 (stereo not drawn)	-7	0	6	15	0	2	0	10
Cc1[nH]c(=O)[nH]c(=O)c1CSc1nnc(CCCCCNC(=O)OC(C)(C)C)o1	6	-1	-3	5	4	-4	10	10
Cc1ccnc(NC(=O)CSc2ccccn2)c1	-9	-5	-1	9	-5	-18	-2	-19
CC(=O)Nc1ccc(S(=O)(=O)NNC(=O)c2ccc(C)cc2)cc1	-16	2	9	4	5	-13	-1	-6
O=C(O)/C=C/C(=O)NCc1ccccc1	-3	-6	0	3	-1	-5	2	-9
SMILES	Jurkat NFkB inh	SENP8 inh	Apaf1 inhib	CCR6 antag	Gli-Sufu antag	EBI2 block	UBC13 polyUb	697 NFkB inh
O=C(CN1C(=O)CSC1=O)Nc1ccc2c(c1)OCCO2	9	5	2	-10	2	2	5	-2
Cc1ccc(Cl)cc1Nc1nc(-c2sc(NC(=O)c3ccccc3)nc2C)cs1	-13	27	9	.	.	.	-48	-65
COCCn1cnc2c(c1=O)c1nc3ccccc3nc1n2/N=C/c1ccc(OC)c(OC)c1	8	-10	12	5	0	-20	3	14
OCCNc1nc(Nc2ccccc2Oc2ccccc2)nc(N2CCCC2)n1	16	-4	15	11	34	20	22	2
COc1ccc2cc(C(=O)NCC(=O)O)sc(=O)c2c1OC	12	1	-1	17	16	-6	-11	-3
COc1cccc(CN2CCN(Cc3cccc(Br)c3)CC2)c1OC	-8	6	-3	12	-7	-9	11	11
CCCNC(=O)c1c(N)n(-c2ccc(S(N)(=O)=O)cc2)c2nc3ccccc3nc12	-4	8	0	1	28	-9	1	12
COc1nc(NCCN2CCOCC2)nc(Nc2ccccc2)n1	-46	-7	5	-10	-12	1	2	-40
C=CCn1c(SCc2ccc(OC)cc2)nnc1-c1cccnc1	8	1	-4	-9	-4	4	7	9
N#Cc1c(Cl)nsc1NN	0	7	9	-5	4	5	-11	13
COC(=O)c1sc(NC(=S)NC(=O)c2cccc(C)c2)nc1C	-32	10	3	8	-12	-9	-15	-33
C=CCn1c(CC#N)nnc1N1CCOCC1	0	-3	4	4	9	-8	-2	-8
O=S(=O)(NCCc1csc(-c2cccnc2)n1)c1ccc(F)cc1	15	-5	6	4	10	-2	-2	-2
COc1ccc(N(CC(=O)Nc2ccccc2C(=O)N2CCCC2)S(=O)(=O)c2ccccc2)cc1	-4	-1	5	16	16	-3	-6	15
COc1ccc(F)cc1S(=O)(=O)N1CCN(C(=O)c2ccco2)CC1	-25	-2	-10	-7	-14	2	-8	-33
COc1ccc(CCNC(=O)C2CC(c3cccc([N+](=O)[O-])c3)=NO2)cc1 (stereo not drawn)	-58	0	-6	6	5	-5	-2	-62
Cc1cc2c(NC(=O)Nc3ccc(C(F)(F)F)cc3)cccc2nn1	4	-5	30	12	9	12	-12	9
COc1ccc(Cl)cc1NC(=S)NCCc1ccc(F)cc1	10	11	23	3	-1	-1	0	10
Fc1ccccc1-c1nc2ncccc2o1	-15	2	-31	-8	-36	0	-5	4
Cc1ccc(NC(=O)Cn2cc(C(F)(F)F)cc(Cl)c2=O)cc1S(=O)(=O)N1CCCCC1	14	0	4	10	12	9	0	-22
CC1Oc2ccccc2N(Cc2cccc(F)c2)C1=O (stereo not drawn)	0	-5	2	6	-5	2	8	-3
CCC(C)c1c(O)nc(SCC(=O)N2CCCCC2)[nH]c1=O (stereo not drawn)	-12	-10	4	-5	-5	2	-6	5
Cc1ccc(S(=O)(=O)N2CCCCC2CCNC(=O)C(=O)NCC2CCCO2)cc1 (stereo not drawn)	-6	6	-6	8	20	5	1	6
Cn1cc2ccc([N+](=O)[O-])cc2n1	9	-14	-13	4	0	1	-1	13
CC(C)=CC(=O)OCC(=O)Nc1cc(C)cc(C)c1	15	-1	8	11	-5	-9	1	0
SMILES	Jurkat NFkB inh	SENP8 inh	Apaf1 inhib	CCR6 antag	Gli-Sufu antag	EBI2 block	UBC13 polyUb	697 NFkB inh
Cc1ccc(C2CC(=O)C=C(NCc3ccccc3)C2)cc1 (stereo not drawn)	38	-11	4	2	10	20	-2	-22
Cc1ccc(CNC(=O)C(=O)NCC2OCCN2S(=O)(=O)c2ccc3c(c2)OCCO3)cc1 (stereo not drawn)	-5	-13	11	12	-21	2	-9	7
CC1(C)CC(=O)C(C(c2ccncc2)C2C(=O)CC(C)(C)CC2=O)C(=O)C1	11	3	-7	8	4	-10	-11	23
CS(=O)(=O)N(CC(=O)NC1CCCC1)Cc1ccc(Cl)cc1	2	-6	-8	-10	7	4	1	15
O=S(=O)(c1ccc(Br)s1)N1CCN(CCOc2ccccc2)CC1	-11	-4	20	10	-8	30	-15	-10
O=C(COc1ccc(S(=O)(=O)N2CCCC2)cc1)NCc1ccco1	-1	-3	11	-3	-5	0	-9	-29
CC(C)COc1ccc(C(=O)NNC(=O)c2ccc(=O)[nH]c2)cc1	-5	-2	1	2	3	-8	3	4
CCN(C(=O)CSc1nc2ccc([N+](=O)[O-])cc2s1)C1CCS(=O)(=O)C1 (stereo not drawn)	-2	12	3	3	-4	13	-2	16
O=c1c(Cc2ccccc2)c(O)c2cccc3c4c(n1c23)CCCC4	-6	7	1	-3	-9	7	6	2
Cc1nc2ccccc2c2oc(C(=O)N3CCc4ccccc4C3)cc12	8	5	6	-3	-7	-4	0	9
Cc1ccc2c(c1)C1CN(C)CCC1N2C(=S)Nc1ccc(OC(F)F)cc1 (stereo not drawn)	7	2	-7	-1	3	38	4	16
COc1ccccc1CN=Cc1[nH]c2ccc(Br)c(Cl)c2c1O	-2	-6	6	-7	14	15	-6	3
CN(c1ccccc1)c1nc(N)c([N+](=O)[O-])c(NCc2ccco2)n1	-8	2	14	6	-3	10	-9	-35
Cc1c(C)c2c(OCC(=O)NCCCO)cc3c(c2oc1=O)CCC(C)(C)O3	5	-8	-2	9	-40	10	13	10
COc1ccc(OC)c(CN2CCN(C(=O)c3ccc(S(=O)(=O)Nc4ccccc4F)cc3)CC2)c1	-4	4	2	1	4	-4	-1	6
CCCCN(C(=O)C1CC(=O)N(c2ccc(C)cc2)C1)c1c(N)n(CCC)c(=O)[nH]c1=O (stereo not drawn)	4	-6	-9	10	28	1	4	7
CCOC(=O)Cn1c(N2CCOCC2)nc2c1c(=O)[nH]c(=O)n2C	-16	-2	-9	10	3	-8	-1	14
O=C(NCC1CCCO1)c1cccc(Oc2ccccc2)c1 (stereo not drawn)	-23	1	-1	-2	-40	3	9	-11
S=C(Nc1ccc(Br)cc1)N1CCN(c2ccccn2)CC1	9	-5	6	-12	24	-1	-3	-16
CCCCNC(=O)c1onc(CSc2ccc(C)c(C)c2)c1C(=O)O	-3	-5	10	27	-20	-13	-19	-2
CCC(=O)[C@@]1(C)[C@H](C)C[C@H]2[C@@H]3CCC4=CC(=O)C=C[C@]4(C)[C@H]3[C@@H](O)C[C@@]21C	6	0	3	7	19	4	15	-34
COC(=O)C1=CN(Cc2cccs2)C=C(C(=O)OC)C1c1cccc(OC)c1OC	10	0	-9	13	0	11	14	14
COc1cc(/C=C(\C#N)c2ccccn2)cc(OC)c1O	8	6	-2	18	6	-2	-69	14
Cc1nnc(SCc2cnc(-c3ccc(C(C)C)cc3)s2)n1C	-57	-2	11	-11	-83	6	5	-84
O=C(NCCCN1CCOCC1)C1COc2ccccc2O1 (stereo not drawn)	6	-1	-12	1	6	-8	-7	27

The last five compounds of the part above come first, to join the parts:
SMILES	Jurkat NFkB inh	SENP8 inh	Apaf1 inhib	CCR6 antag	Gli-Sufu antag	EBI2 block	UBC13 polyUb	697 NFkB inh
CCC(=O)[C@@]1(C)[C@H](C)C[C@H]2[C@@H]3CCC4=CC(=O)C=C[C@]4(C)[C@H]3[C@@H](O)C[C@@]21C	6	0	3	7	19	4	15	-34
COC(=O)C1=CN(Cc2cccs2)C=C(C(=O)OC)C1c1cccc(OC)c1OC	10	0	-9	13	0	11	14	14
COc1cc(/C=C(\C#N)c2ccccn2)cc(OC)c1O	8	6	-2	18	6	-2	-69	14
Cc1nnc(SCc2cnc(-c3ccc(C(C)C)cc3)s2)n1C	-57	-2	11	-11	-83	6	5	-84
O=C(NCCCN1CCOCC1)C1COc2ccccc2O1 (stereo not drawn)	6	-1	-12	1	6	-8	-7	27
O=C(COc1ccc(Br)cc1F)NCC1(N2CCCCC2)CCCCC1	-8	-14	17	11	7	1	-5	-21
CN(CC(=O)Nc1ccccc1Cl)CC(=O)c1c(N)n(Cc2ccccc2)c(=O)n(C)c1=O	9	-6	20	3	-1	9	2	-1
CCC(CC)c1nnc(NC(=O)CCNC(=O)c2ccccc2Cl)s1	-19	-11	5	-1	-7	-2	-14	4
Cn1cc(CN2CCCC(C(=O)c3ccc(-c4ccccc4)cc3)C2)cn1 (stereo not drawn)	-3	-7	6	5	31	-1	-3	-13
C=CCn1c(=O)n(CCC#N)c(=O)n(CCC#N)c1=O	7	-4	-8	-12	-3	-1	0	2
O=C(CN1CCN(c2ccccc2)CC1)N1N=CCC1c1ccccc1 (stereo not drawn)	18	-2	1	-8	14	3	10	24
COCC(C)n1c(C)cc(C(=O)CSc2nnc(N)s2)c1C (stereo not drawn)	-44	-8	7	3	3	-9	-1	-5
O=C1/C(=C/Nc2ccc3c(c2)OCO3)CCc2ccccc21	-58	98*	45*	25	-77	17	-43	-469
CC(C)Cn1c(N)c(C(=O)COC(=O)c2ccccc2C(=O)c2ccccc2)c(=O)n(C)c1=O	-3	-2	6	20	13	1	12	0

Screening results as filed in PubChem BioAssay.

The list is partial; rates above refer to the full screens.
